D1 potentiator = enhances dopamine response at the human D1 receptor; AID 504651; HEK293 TREx D1 cells, calcium flux, dopamine EC20 potentiation; potentiation, % at 10 µM; 360,000 compounds, 0.036% hits; in the data active = potentiation above about 30%; note: 0% is about no effect
TRHR agonist = agonists of human TRH receptor. activation, % at 2 µM. P34981. TRHR cells, calcium flux fluo-8, FDSS agonist mode. AID 493084. 360,000 compounds, 0.18% hits; note: 0% is about no effect
Target sequence (P34981 whole entry, looked up): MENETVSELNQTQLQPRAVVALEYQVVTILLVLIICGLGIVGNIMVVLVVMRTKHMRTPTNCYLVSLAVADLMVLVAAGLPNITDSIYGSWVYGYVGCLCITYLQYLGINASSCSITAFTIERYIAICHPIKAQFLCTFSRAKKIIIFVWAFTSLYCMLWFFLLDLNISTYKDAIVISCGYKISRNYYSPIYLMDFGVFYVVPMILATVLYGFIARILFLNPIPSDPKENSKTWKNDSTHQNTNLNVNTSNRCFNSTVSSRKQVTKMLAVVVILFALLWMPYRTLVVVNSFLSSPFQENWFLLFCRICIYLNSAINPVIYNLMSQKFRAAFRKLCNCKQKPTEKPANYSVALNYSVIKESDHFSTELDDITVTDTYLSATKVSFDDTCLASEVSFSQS
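TRHR-expressing cells, plated overnight in medium with 10% serum, were loaded with fluo-8 calcium dye at room temperature. After a 10 s baseline, library compound was pin-added and calcium release was recorded kinetically (ex 480/em 530) as agonist response.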
D1 agonist = activates the human D1 dopamine receptor; P21728; HEK293 T-REx D1 cells, calcium flux, agonist mode; activation, % at 2 µM; 360,000 compounds, 1% hits; AID 504660; note: 0% is about no effect
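Inducible HEK293 T-REx D1 cells, force-coupled to calcium signalling, were plated at 4000 cells/well with tetracycline and held overnight at 30 C. After no-wash calcium dye loading, compound-evoked calcium rise over 180 s flagged agonists.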
D2 agonist = D2 dopamine receptor (human) agonism; activation, % at 2 µM; P14416; AID 485358; HEK293 T-REx D2 cells, calcium flux agonist mode; 340,000 compounds, 0.53% hits;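 active = activation over 3 SD above normal in the single-dose calcium agonist read, cut at about 30% in these data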; note: 0% is about no effect
Target sequence (P14416 whole entry, looked up): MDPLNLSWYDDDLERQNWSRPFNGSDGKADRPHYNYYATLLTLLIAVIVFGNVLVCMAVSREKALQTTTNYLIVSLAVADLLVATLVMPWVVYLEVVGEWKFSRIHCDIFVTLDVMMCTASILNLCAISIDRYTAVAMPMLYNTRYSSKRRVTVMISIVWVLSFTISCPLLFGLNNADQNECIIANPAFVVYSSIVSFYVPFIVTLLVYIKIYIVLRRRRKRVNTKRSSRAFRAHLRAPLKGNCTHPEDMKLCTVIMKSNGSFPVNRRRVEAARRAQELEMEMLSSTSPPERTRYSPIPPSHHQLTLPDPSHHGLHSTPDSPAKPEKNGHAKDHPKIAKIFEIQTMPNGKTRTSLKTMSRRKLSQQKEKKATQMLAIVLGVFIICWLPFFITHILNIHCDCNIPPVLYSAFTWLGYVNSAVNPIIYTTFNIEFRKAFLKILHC
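In this primary screen, compounds producing a positive calcium signal within 180 s of addition to tetracycline-induced, force-coupled HEK293 Trex D2 cells are flagged; cells are dye-loaded with a no-wash calcium kit beforehand.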
D2 potentiator = D2 dopamine receptor (human) potentiation; AID 485347; HEK293 T-REx D2, calcium flux, EC20 dopamine potentiation; 340,000 compounds, 0.34% hits; potentiation, % at 10 µM;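 active = potentiation over 3 SD above the plate norm, cut at about 30% in these data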; note: 0% is about no effect
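Using a no-wash calcium dye in inducible, force-coupled HEK293 Trex cells expressing D2, we tracked fluorescence each second for 180 s after compound, then for 180 s after EC20 dopamine to detect augmented signalling.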
RXFP1 antagonist = RXFP1 (human) relaxin receptor antagonism; Q9HBX9; HEK293-RXFP1, relaxin-stimulated cAMP HTRF, 30 min; stronger effect = lower value; activity change, negative = inhibition, % at 57.5 µM; 350,000 compounds, 0.59% hits; AID 1259400;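 active = activity change of -60% or lower, but not beyond a set lower limit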; note: % is set by controls: 0 for no effect and ±100 for the full control effect
TRHR PAM = allosterically enhances the human TRH receptor. TRHR cells, fluo-8 calcium fluorescence, EC20 TRH enhancement. enhancement, % at 2 µM. 360,000 compounds, 0.66% hits. AID 493056; in the data active = enhancement above about 30%; note: 0% is about no effect
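Enhancer read-out: after compound pinning and an initial kinetic agonist-mode read, an EC20 of TRH (10 nM final) was injected and fluo-8 calcium signal (Ex 480/Em 530) followed at 1 s/cycle for 100 cycles in TRHR-expressing cells.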
D2 antag = D2 dopamine receptor (human) antagonism; HEK293 TREx D2 cells, calcium flux, dopamine EC80; inhibition, % at 10 µM; 340,000 compounds, 2% hits; in the data active = inhibition above about 30%; note: 0% is about no effect
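Compounds are added to dye-loaded, induced HEK293 T-REx cells coupled to calcium release via D2; after a 3 min kinetic read an EC80 dopamine stimulus is given and fluorescence is recorded for 3 more min.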
D1 antag = human D1 dopamine receptor antagonism | P21728 | HEK293 TREx D1 cells, calcium flux, dopamine EC80; stronger effect = lower value | activity change, negative = inhibition, % at 10 µM | 360,000 compounds, 3.2% hits; in the data active = activity change below about -30%; note: % is set by controls: 0 for no effect and ±100 for the full control effect
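Compound effects on dopamine-evoked calcium signalling were measured in tetracycline-induced HEK293 Trex D1 cells. Dopamine at EC80 followed a 180 s compound pre-read, and fluorescence was tracked kinetically for 180 s more.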
* hit, by the source's call; . = no result given; & = joins results of further samples. Cut-off read from the data, not from the text of the source, unless noted: active = activation above about 30%; inactive = the rest.

No. | SMILES | D1 potentiator | TRHR agonist | D1 agonist | D2 agonist | D2 potentiator | RXFP1 antagonist | TRHR PAM | D2 antag | D1 antag
1 | Cc1ccc2cccc(NC(=O)c3ccc(C#N)cc3F)c2n1 | -2 | 1.4 | 0 | 1.4 | -3 | . | 20 | . | -6
2 | COc1ccc(CC(=O)Nc2ccc(NC(=O)c3ccccc3F)cc2)cc1 | -4 | 3.5 | 54* | -3.2 | -1 | 2 | -2 | 8 | -7
3 | CCOc1ccc(N(CC(=O)Nc2ccc3c(c2)OCO3)S(=O)(=O)c2ccccc2)cc1 | -2 | -0.3 | 2 | -4.3 | -1 | . | 13 | . | -46*
4 | C=CCSc1nc2sc(C)c(C)c2c(=O)[nH]1 | 1 | -1.0 | 4 | -0.4 | 9 | . | -1 | -4 | 2
5 | COCCN(CCOC)S(=O)(=O)c1ccc(C(=O)Nc2sc3c(c2C(N)=O)CCCC3)cc1 | -2 | 1.5 | -3 | 0.5 | -1 | -8 | -6 | . | 6
6 | O=c1c2sccc2nc(SCc2cc(=O)n3cc(Br)ccc3n2)n1Cc1ccccn1 | -13 | -1.0 | 1 | -1.1 | 20 | 12 | 4 | 11 | 12
7 | COc1cc(NC(=S)NCc2ccc(S(N)(=O)=O)cc2)c(OC)cc1Cl | -7 | -0.7 | -2 | 0.3 | -16 | 25 | -9 | 25 | -13
8 | Cc1cc(C)c(NC(=O)C(=O)NCC(c2cccnc2)N2CCN(c3ccccc3F)CC2)c(C)c1 (configuration not stated) | 0 | 0.0 | 1 | 0.1 | -8 | -12 | -7 | . | 9
9 | CC1CCc2c(sc3ncn4c(SCC(=O)NCc5ccco5)nnc4c23)C1 (configuration not stated) | -1 | -0.1 | 0 | -1.1 | 2 | 11 | 6 | 8 | 0
10 | Cc1ccc(S(=O)(=O)NC(=O)Nc2ccc(OC(F)F)cc2)cc1 | 3 | 0.2 | 2 | 1.4 | 0 | -2 | 0 | -8 | 18
11 | COCCCNC(=O)c1ccc2c(=O)n(Cc3ccc(OC)cc3)c(=O)[nH]c2c1 | -5&0 | 0.3&0.1 | 4&9 | 0.3&0.2 | 5&8 | -2 | -2&-2 | -18 | 0&1
12 | CCCCSc1cc(=O)n(-c2ccccc2)nc1C(=O)OCC | -9 | -0.2 | 2 | -1.7 | 9 | -3 | -7 | 6 | 11
13 | COc1cccc(C(=O)Nc2cccc3ccccc23)c1 | 0 | -0.6 | 5 | 1.0 | 6 | -3 | -1 | 14 | -16
14 | Cc1cccc(N(CC(=O)NCCSc2nc3ccccc3s2)S(=O)(=O)c2ccccc2)c1 | 0 | 0.3 | 1 | 0.4 | 9 | . | 8 | 0 | 5
15 | Cc1cccc(N2CCN(C(=O)c3cccs3)CC2)c1C | -8 | -0.3 | 1 | 0.3 | 9 | -5 | -8 | 5 | -25
16 | O=C(CSc1nnc2nnc3ccccc3n12)N1CCOCC1 | 0 | 1.4 | 1 | 1.0 | 3 | -1 | 1 | -7 | 7
17 | C/C(=N\NC(=O)c1ccccc1O)c1c(O)cc(C)oc1=O | 0 | 0.3 | 5 | 0.0 | 2 | 21 | -7 | 2 | 3
18 | CCCN(C(=O)c1cc2c(=O)n(CC)c3ccccc3c2s1)c1ccccc1F | 1 | 0.0 | 1 | 0.4 | 2 | . | -1 | . | -3
19 | Cc1ccc(-c2ccccc2NC(=O)C2C3C=CC(C3)C2C(=O)O)o1 (configuration not stated) | -2 | -0.4 | 2 | 0.4 | 3 | 5 | 5 | 1 | 0
20 | COc1ccc(N2CCN(S(=O)(=O)c3cc(C)ccc3OC)CC2)cc1 | 1 | -0.9 | -1 | -0.3 | -6 | 25 | 1 | -8 | .
21 | COC(=O)c1ccc(NS(=O)(=O)c2ccc3c(c2)oc(=O)n3C)cc1 | . | 0.1 | 4 | 0.5 | 29 | 1 | 0 | -2 | 4
22 | O=C1/C(=C/c2ccccc2)Oc2cc(OC(=O)N3CCOCC3)ccc21 | -5 | 1.9 | 8 | 0.6 | -26 | . | 19 | 2 | -28
23 | CCCCn1c(N(CCOC(C)=O)C(C)=O)nc2ccccc21 | 2 | -0.2 | 3 | -0.6 | 9 | -6 | -2 | -10 | 6
24 | O=C(Nc1ccc2c(c1)C(=O)NC2=O)c1ccccc1 | -4 | -1.0 | 0 | -0.7 | -5 | . | -1 | -19 | 0
25 | CCOC(=O)c1ccc(S(=O)(=O)Nc2cc(C(C)(C)C)no2)cc1 | 0 | -0.3 | 0 | -2.0 | 8 | -10 | 6 | -1 | -4
26 | COc1ccc(S(=O)(=O)/C(C#N)=C/Nc2ccccc2F)cc1 | -7 | -0.1 | 6 | -0.4 | -2 | 9 | -7 | 40* | -8
27 | O=C(Cc1ccc(F)cc1)NCCc1csc2nc(-c3ccccc3F)nn12 | 0 | -0.5 | -1 | . | -11 | -8 | 2 | . | 9
28 | CCn1nc(C)c(/C=N/NC(=O)Cn2nnnc2N)c1C | -8 | 0.4 | 3 | 0.4 | 19 | 2 | 9 | -4 | 6
29 | CC(C)OC(=O)c1c(NC(=O)CCC(=O)O)sc2c1CCCCC2 | -3 | 0.2 | 2 | 0.6 | 7 | -15 | -8 | 3 | -5
30 | CCCc1nn2c(=O)cc(COC(=O)c3ccc(NC(=O)CCc4ccccc4)cc3)nc2s1 | -1 | 0.8 | 0 | 1.8 | -1 | -5 | -3 | . | -8
31 | CCCC(=O)Nc1ccc(N2CCOCC2)cc1 | 0 | 1.0 | 3 | -0.7 | -23 | 4 | -2 | 0 | -9
32 | Cc1cccc(Oc2ccccc2NC(=O)C2=COCCO2)c1 | 4 | -1.6 | 0 | 0.8 | -9 | -5 | 0 | -5 | 22
33 | O=C(NN=C1c2ccccc2-c2ccccc21)c1ccccn1 | 0 | -0.7 | 1 | -1.1 | 8 | 1 | -4 | -7 | 15
34 | c1ccc(-n2cc(CN3CCCC(CN4CCCC4)C3)c(-c3ccc4c(c3)OCO4)n2)cc1 (configuration not stated) | -4 | 0.7 | 11 | -1.5 | 0 | -31 | 8 | 19 | 3
35 | CC1CCN(C(=O)Oc2ccccc2)CC1 | 4 | -0.3 | -2 | 0.3 | 2 | -11 | -4 | -22 | -14
36 | COc1ccc(/C(C)=N/NC(=O)c2ccc(N(C)C)cc2)cc1 | -3 | -0.2 | 0 | -0.5 | -8 | . | 3 | -10 | -2
37 | COc1ccc(Cl)cc1C(=O)Nc1c2c(nn1-c1ccc(Cl)cc1)CS(=O)(=O)C2 | 2 | -0.2 | -3 | -0.9 | 10 | . | -2 | . | 4
38 | COc1ccc(OC)c(NC(=O)C2C3CCC(O3)C2C(=O)O)c1 (configuration not stated) | -1 | 0.2 | 2 | 1.3 | 0 | . | -5 | -10 | 2
39 | COCCCNC(=O)C(=O)Nc1cc2c3c(c1)CCC(=O)N3CCC2 | 1 | 0.4 | 1 | 0.7 | -4 | -15 | -3 | 6 | -1
40 | COc1cc2c3c(c1)C(C)=CC(C)(C)N3C(=O)C2=O | -3 | -0.8 | 6 | -1.4 | -2 | -20 | 12 | -29 | 8
41 | O=C(O)c1cccc(-n2c(/C=C/c3ccccc3)nc3ccccc3c2=O)c1 | -8 | 0.3 | 16 | -2.7 | 6 | -21 | 9 | -7 | 1
42 | CCOC(=O)c1[nH]c(C)c(CCC(=O)Nc2cccc(C(F)(F)F)c2)c1C | -2 | -0.6 | -1 | -0.5 | -3 | -8 | -11 | . | -7
43 | S=c1[nH]ccn1-c1cccc(Cl)c1 | 1 | -0.3 | 1 | 0.3 | 3 | 6 | 1 | -10 | 17
44 | Cc1cc([N+](=O)[O-])c(C)cc1-c1ccc(/C=N/n2cnnc2)o1 | 4 | -0.3 | 1 | 0.4 | -4 | 5 | -5 | 3 | -3
45 | C=CCn1cnc2scc(-c3ccc(C)cc3)c2c1=O | -2 | -1.5 | 2 | 0.7 | 19 | 8 | 12 | -3 | 0
46 | O=C(CCc1ccccc1)Nc1ccc(Cl)cn1 | -2 | -0.7 | 2 | -0.2 | -2 | 11 | 5 | 6 | -1
47 | CC(NC(=O)CSc1ncccn1)c1ccc(Cl)cc1Cl (configuration not stated) | 7 | -0.2 | 0 | 0.8 | -3 | 7 | -7 | -7 | 2
48 | COc1cccc(C(=O)COC(=O)COc2c(C)cc(C)cc2C)c1 | . | 1.0 | 25 | 0.1 | 13 | -3 | 2 | -19 | -4
49 | CCCCn1c(N)c(C(=S)NC(=O)CC(C)C)c(=O)n(C)c1=O | -3 | -0.8 | 2 | 0.4 | 11 | -24 | 0 | 1 | 16
50 | COc1ccc(C(C#N)Nc2ccccc2)cc1 (configuration not stated) | 2 | 1.5 | 2 | -0.4 | -9 | . | -13 | 7 | 1

The listing continues:
No. | SMILES | D1 potentiator | TRHR agonist | D1 agonist | D2 agonist | D2 potentiator | RXFP1 antagonist | TRHR PAM | D2 antag | D1 antag
51 | Cc1cccc(C(=O)NNC(=O)C(=O)NC(C)(C)C)c1 | -7 | -0.4 | 3 | 0.0 | -4 | 13 | 2 | -2 | 13
52 | Cc1nn(Cc2ccccc2)c(Cl)c1C(=O)NCc1ccc(C)n1C | 0 | 0.0 | 2 | 0.2 | 8 | 3 | 4 | 0 | -15
53 | COc1cccc(CNC(=O)CCl)c1 | 5 | -0.1 | 3 | -0.5 | -5 | -1 | -5 | 11 | 9
54 | COC(=O)COc1ccc(C2NC(=O)NC(C)=C2C(=O)NCc2ccccc2)cc1OC (configuration not stated) | -2 | 0.8 | 1 | -0.2 | 6 | -13 | 0 | -17 | 1
55 | COC(=O)Cc1cc(=O)oc2c(C)c(O)ccc12 | 0 | 0.1 | 5 | 0.5 | 11 | 7 | -3 | -16 | -6
56 | CN(C)CCCC1(O)c2ccccc2C=Cc2ccccc21 | -15 | 1.7 | 18 | . | . | -5 | -2 | . | 1
57 | O=C(Oc1cccnc1)c1cc(S(=O)(=O)N2CCCCC2)ccc1Cl | 1 | -0.2 | 0 | -0.4 | -4 | 0 | 2 | -8 | -3

Entries listed so far with fluorine, in the order listed:
No. | SMILES | D1 potentiator | TRHR agonist | D1 agonist | D2 agonist | D2 potentiator | RXFP1 antagonist | TRHR PAM | D2 antag | D1 antag
1 | Cc1ccc2cccc(NC(=O)c3ccc(C#N)cc3F)c2n1 | -2 | 1.4 | 0 | 1.4 | -3 | . | 20 | . | -6
2 | COc1ccc(CC(=O)Nc2ccc(NC(=O)c3ccccc3F)cc2)cc1 | -4 | 3.5 | 54* | -3.2 | -1 | 2 | -2 | 8 | -7
8 | Cc1cc(C)c(NC(=O)C(=O)NCC(c2cccnc2)N2CCN(c3ccccc3F)CC2)c(C)c1 (configuration not stated) | 0 | 0.0 | 1 | 0.1 | -8 | -12 | -7 | . | 9
10 | Cc1ccc(S(=O)(=O)NC(=O)Nc2ccc(OC(F)F)cc2)cc1 | 3 | 0.2 | 2 | 1.4 | 0 | -2 | 0 | -8 | 18
18 | CCCN(C(=O)c1cc2c(=O)n(CC)c3ccccc3c2s1)c1ccccc1F | 1 | 0.0 | 1 | 0.4 | 2 | . | -1 | . | -3
26 | COc1ccc(S(=O)(=O)/C(C#N)=C/Nc2ccccc2F)cc1 | -7 | -0.1 | 6 | -0.4 | -2 | 9 | -7 | 40* | -8
27 | O=C(Cc1ccc(F)cc1)NCCc1csc2nc(-c3ccccc3F)nn12 | 0 | -0.5 | -1 | . | -11 | -8 | 2 | . | 9
42 | CCOC(=O)c1[nH]c(C)c(CCC(=O)Nc2cccc(C(F)(F)F)c2)c1C | -2 | -0.6 | -1 | -0.5 | -3 | -8 | -11 | . | -7
